# Screens: PubChem BioAssay, National Center for Advancing Translational Sciences (NCATS)
# RECQ1 inh = RECQ1 (human) helicase inhibition; RECQ1 DNA unwinding, red fluorescence kinetic read; 240,000 tested, 0.54% active; Potency, µM (top dose mostly 57.3 µM), for inactives: at the top dose activity, negative = inhibition, most hits filed as inhibitors; P46063;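 note: plate controls were vehicle for no effect and no enzyme for full effect; nearly all actives have a fitted effect of over 30% in size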
#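 RECQ1T1 50 nM; forked duplex (20 bp + 30-nt ss tails) 200 nM, ATP 2 mM final; pH 8.0, 2 mM MgCl2, 2.5 ug/ml poly(dI-dC); 15 min compound preincubation; discontinuous kinetic read over 2 h at RT.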
# SMN2 splice enh = enhancers of SMN2 splice variant expression | HEK293 SMN2-luciferase splicing reporter, luminescence, 30-36 h | Potency, µM (highest dose often 46.1 µM), inactives show at the highest dose activity change, positive = activation, actives largely listed as activators | 210,000 tested, 2.8% active | AID 1458; note: % of control where 0% means no effect; nearly all actives have a fitted effect of over 55% in size
#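 HEK293 cells carry an SMN2 minigene-luciferase reporter in which exon 7 inclusion puts luciferase in frame. Cells were seeded at 2000 cells/well, attached for 10-12 hours, then exposed to compounds for 30-36 hours at 37C before ONE-Glo luminescence.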
# Lamin A splicing = modulators of lamin A splicing; Potency, µM (highest dose often 46.1 µM), for the others: at the top dose ratio change, negative = inhibition, most hits filed as inhibitors; 200,000 tested, 0.01% active; HeLa LMNA splicing GFP/RFP minigene ratio, 48 h; active = well fitted inhibition curve with a large enough effect in the signal ratio, with a control signal flat, not every such curve was filed as active; inconclusive = small, poorly fitted or top-dose-only effect, or effect the other way, or a change in a side signal; the % refers to the signal ratio; note: % is set by controls: 0 for no effect and ±100 for the full control effect
#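 S3 HeLa stable clones carrying a lamin A-EGFP splicing minigene plus DsRed2 were seeded at 600 cells/well in Opti-MEM with 2% FBS, pin-dosed and incubated 48 h at 37°C. Acumen cytometry (488 nm) gave the GFP/RFP total-intensity ratio.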
# L3MBTL1 inh = blocks human L3MBTL1; Q9Y468; AlphaScreen L3MBTL1–H3K9me1 peptide binding; Potency, µM (series often up to 57.1 µM), for inactives: at the top dose activity, negative = inhibition, hits mostly inhibitors; 230,000 tested, 0.66% active; AID 485360; note: % is set by controls: 0 for no effect and ±100 for the full control effect; nearly all actives have a fitted effect of over 60% in size
# Target sequence (Q9Y468 whole entry, looked up): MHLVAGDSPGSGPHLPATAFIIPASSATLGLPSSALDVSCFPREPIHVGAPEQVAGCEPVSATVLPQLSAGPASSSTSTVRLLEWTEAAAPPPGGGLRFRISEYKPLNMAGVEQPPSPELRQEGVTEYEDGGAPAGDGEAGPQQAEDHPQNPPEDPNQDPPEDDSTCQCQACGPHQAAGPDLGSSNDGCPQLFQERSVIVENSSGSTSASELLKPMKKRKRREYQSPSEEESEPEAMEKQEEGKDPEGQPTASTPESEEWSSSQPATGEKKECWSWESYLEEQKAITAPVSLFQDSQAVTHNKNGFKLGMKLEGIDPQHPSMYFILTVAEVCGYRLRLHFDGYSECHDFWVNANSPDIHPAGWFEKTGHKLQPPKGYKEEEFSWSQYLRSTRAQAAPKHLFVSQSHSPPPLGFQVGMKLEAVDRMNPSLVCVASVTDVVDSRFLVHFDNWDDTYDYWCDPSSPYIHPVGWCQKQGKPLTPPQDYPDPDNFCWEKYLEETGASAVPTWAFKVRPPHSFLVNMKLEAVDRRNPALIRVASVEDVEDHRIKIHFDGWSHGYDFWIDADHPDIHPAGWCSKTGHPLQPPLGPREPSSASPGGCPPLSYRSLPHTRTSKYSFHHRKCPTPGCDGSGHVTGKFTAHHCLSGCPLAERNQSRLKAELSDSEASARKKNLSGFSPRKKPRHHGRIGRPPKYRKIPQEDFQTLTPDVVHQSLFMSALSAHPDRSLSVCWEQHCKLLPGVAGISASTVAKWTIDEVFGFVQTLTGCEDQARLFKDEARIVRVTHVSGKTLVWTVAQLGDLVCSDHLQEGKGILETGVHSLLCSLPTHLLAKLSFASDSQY
#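 L3MBTL1 (50 nM) pre-complexed 30 min with biotinylated H3(1-15)K9me1 peptide (75 nM), then compounds added for 30 min at room temperature; AlphaScreen streptavidin donor/nickel chelate acceptor beads (10 ug/mL final) read after 30 min dark incubation.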
# KinaseGlo FLuc = counter-screen: inhibitors of Kinase-Glo firefly luciferase; Q27757; Kinase-Glo luciferase, ATP luminescence, 8 min; Potency, µM (doses to about 38.3 µM), without a hit: at the highest dose activity change, negative = inhibition, hits mostly inhibitors; 200,000 tested, 0.28% active; AID 1379; note: % is set by controls: 0 for no effect and ±100 for the full control effect; nearly all actives have a fitted effect of over 60% in size
#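 Inhibition of Kinase-Glo luciferase light generation was assessed at 10 uM ATP in pH 7.2 imidazole buffer, with luminescence measured after eight minutes at ambient temperature.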
# ALDH1A1 block = blocks purified human ALDH1A1 activity | AID 1030 | Purified ALDH1A1, NADH fluorescence, propionaldehyde substrate | Potency, µM (highest dose often 75.3 µM), for the others: top-dose activity, negative = inhibition, hits mostly inhibitors | 220,000 tested, 7.3% active | P00352; active = well fitted inhibition curve with a large enough effect, not every such curve was filed as active; inconclusive = small, poorly fitted or top-dose-only effect, or another doubt; inactive = no such curve, though single readings can be large or run the other way;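 note: plate controls were no enzyme wells and a reference inhibitor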
# JMJD2E inh = blocks human JMJD2E demethylase activity; B2RXH2; JMJD2E catalytic domain, FDH-coupled NADH fluorescence (FDH is formaldehyde dehydrogenase); Potency, µM (highest dose often 57.1 µM), for the others: top-dose activity change, negative = inhibition, most hits filed as inhibitors; 230,000 tested, 1.6% active; AID 2147; active = well fitted inhibition curve with a large enough effect, not every such curve was filed as active; inconclusive = small, poorly fitted or top-dose-only effect, or another doubt; inactive = no such curve, though single readings can be large or run the other way;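 note: 0% = wells with enzyme and -100% = buffer wells without enzyme; nearly all actives have a fitted effect of over 50% in size; many of its hits are not listed in these tables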
# Tau fibril ThT = tau fibrillization inhibition (ThT binding); recombinant tau K18 P301L (four-repeat tau fragment), heparin-induced fibrillization, ThT fluorescence; 270,000 tested, 2.1% active; P10636; Potency, µM (series often up to 57.4 µM), inactives show at the highest dose activity, negative = inhibition, most hits filed as inhibitors; AID 1460; note: % is set by controls: 0 for no effect and ±100 for the full control effect; nearly all actives have a fitted effect of over 55% in size
# Target sequence (P10636 561-689 P618L limits assumed): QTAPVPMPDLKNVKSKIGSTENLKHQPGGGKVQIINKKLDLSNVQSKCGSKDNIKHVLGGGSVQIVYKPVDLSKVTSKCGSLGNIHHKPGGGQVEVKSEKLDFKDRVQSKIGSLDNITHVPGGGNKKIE
#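 K18 P301L tau (15 uM + 0.24 uM Alexa 594-tagged), heparin 20 uM, NaOAc pH 7, 6 h 37 C; ThT 30 uM, 1 h RT, ex 450/em 510 nm.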
# Numbers without * were called inactive; i = inactive; ? = inconclusive; nt = not tested or not shown; & = joins results of further samples; ! = not confirmed by another sample; [ ] = another dose, or the depositor's remark. Unless noted, calls come from the whole dose curve; as a rule, active = well fitted curve in the direction sought with a large enough effect; inconclusive = small, poorly fitted or top-dose-only effect, or another doubt; inactive = no such curve, though single readings can be large; an effect the other way counts as inactive or inconclusive. Potency is the fitted concentration of half-maximal effect. These rows are one share of the data, so the mix of outcomes need not match the whole.
# Screens in order – SMN2 splice enh	RECQ1 inh	ALDH1A1 block	Tau fibril ThT	JMJD2E inh	KinaseGlo FLuc	L3MBTL1 inh	Lamin A splicing
CN1Cc2cccnc2N(C)Cc2cc(Cl)ccc21
 : -46%[inhibitor]	-3%	8%	-15%	8%	-3%	-6%	?
CCOC(=O)C1(c2ccccc2)CCN(Cc2cccc(C(=O)O)c2)CC1
 : 23%	-3%	-15%	7%	?	5%	-3%	6%
CCCCCCn1c(O)c(C(C)=NC)c(=O)[nH]c1=O
 : -13%	i	3%	1%	-4%	0%	5%	10%
COc1cc2c(cc1OC)-c1c(OC)c(OC)cc3c1[C@H](C2)[N+](C)(C)CC3
 : -7%	4%	?	-12%	?	-3%	2%	-1%
COc1ccc(NC(=O)c2cn(CCC#N)nc2-c2ccc([N+](=O)[O-])cc2)cc1
 : -26%	i	4%	2%	1%	1%	nt	nt
C=CCn1c(O)c(C(CC)=Nc2ccc(C(=O)O)cc2)c(=O)[nH]c1=O
 : nt	1%	nt	-6%	-15%	nt	-2%	nt
CCn1cc(CN(C)S(=O)(=O)c2ccc3ccccc3c2)c(C)n1
 : -95%[inhibitor]	-1%	-5%	-3%	-7%	1%	8%	?
Cc1nn(Cc2ccccc2Cl)c(Cl)c1C(=O)O
 : -1%	0%	5%	-2%	7%	0%	21%	-6%[46 µM]
Cc1ccc(N=CN(C)C=Nc2ccc(C)cc2C)c(C)c1
 : 7%	16%	6%	-11%	1%	-3%	nt	?
CCCn1c(C)c(C(=O)c2cccc3ccccc23)c2ccccc21
 : nt	-4%	?	?	5%	1%	3%	nt
O=C(CSCc1ccccc1)Nc1ccc2c(c1)OCO2
 : 11%	0%	-6%	?	-12%	0%	-5%	-7%
CSc1ncc(/C=C2/C(=O)NC(=O)N(c3ccc(C(C)C)cc3)C2=O)cn1
 : 12%	i	14µM*	25µM*	?	1%	4%	2%
COC[C@]12CN(C=O)C3C4C(OC)C1[C@@]3(C1CC3(O)C(OC)C(O)C4(OC(C)=O)C1C3OC(=O)c1ccccc1)[C@@H](OC)CC2O (some centres undefined)
 : -2%	-9%	-3%	-4%	8%	2%	nt	3%
CC(C1OC(C)(C)C(O)C1O)C1CC[C@@]2(C)C3=CCC4C(C)(C)C(=O)CC[C@]4(C)C3CC[C@@]12C (some centres undefined)
 : -15%	-12%	0%	?	-14%	-5%	nt	nt
COCCn1c(SCc2ccccc2Cl)nc2c1c(=O)[nH]c(=O)n2C
 : -21%	-3%	14µM*	-13%	8%	0%	-1%	15%
CC1=NN(c2ccccc2)C(=O)/C1=C/c1c(O)[nH]c(=S)[nH]c1=O
 : 22%	-12%	?	?	-16%	0%	-9%	1%
C[N+](C)(C)Cc1ccccc1
 : 1%&-17%	15%&-19%	?	-13%	?	-2%	2%	-2%
O=C1NC(=O)[C@]2(Cc3ccccc3N3CCN(c4ccccc4)CC32)C(=O)N1c1ccccc1 (some centres undefined)
 : -29%	-6%	25µM*	?	-8%	2%	-4%	?
CC(C)(C)c1o[nH]c(=O)c1C[C@H](N)C(=O)O
 : nt	-6%	3%	-5%	?	-1%	nt	nt
CCOc1ccccc1N1C(=O)NC(=O)C(CCc2ccncc2)(CCc2ccncc2)C1=O
 : 9%	-3%	15%	-3%	8%	1%	43%[activator]	-3%

# 9 consecutive records out of the list so far, quoted:
# Screens in order – SMN2 splice enh	RECQ1 inh	ALDH1A1 block	Tau fibril ThT	JMJD2E inh	KinaseGlo FLuc	L3MBTL1 inh	Lamin A splicing
CCCn1c(C)c(C(=O)c2cccc3ccccc23)c2ccccc21
 : nt	-4%	?	?	5%	1%	3%	nt
O=C(CSCc1ccccc1)Nc1ccc2c(c1)OCO2
 : 11%	0%	-6%	?	-12%	0%	-5%	-7%
CSc1ncc(/C=C2/C(=O)NC(=O)N(c3ccc(C(C)C)cc3)C2=O)cn1
 : 12%	i	14µM*	25µM*	?	1%	4%	2%
COC[C@]12CN(C=O)C3C4C(OC)C1[C@@]3(C1CC3(O)C(OC)C(O)C4(OC(C)=O)C1C3OC(=O)c1ccccc1)[C@@H](OC)CC2O (some centres undefined)
 : -2%	-9%	-3%	-4%	8%	2%	nt	3%
CC(C1OC(C)(C)C(O)C1O)C1CC[C@@]2(C)C3=CCC4C(C)(C)C(=O)CC[C@]4(C)C3CC[C@@]12C (some centres undefined)
 : -15%	-12%	0%	?	-14%	-5%	nt	nt
COCCn1c(SCc2ccccc2Cl)nc2c1c(=O)[nH]c(=O)n2C
 : -21%	-3%	14µM*	-13%	8%	0%	-1%	15%
CC1=NN(c2ccccc2)C(=O)/C1=C/c1c(O)[nH]c(=S)[nH]c1=O
 : 22%	-12%	?	?	-16%	0%	-9%	1%
C[N+](C)(C)Cc1ccccc1
 : 1%&-17%	15%&-19%	?	-13%	?	-2%	2%	-2%
O=C1NC(=O)[C@]2(Cc3ccccc3N3CCN(c4ccccc4)CC32)C(=O)N1c1ccccc1 (some centres undefined)
 : -29%	-6%	25µM*	?	-8%	2%	-4%	?

# Remaining list, next part.
# Screens in order – SMN2 splice enh	RECQ1 inh	ALDH1A1 block	Tau fibril ThT	JMJD2E inh	KinaseGlo FLuc	L3MBTL1 inh	Lamin A splicing
N#CSCC(=O)N1c2ccccc2CCc2ccccc21
 : -18%	0%	0.79µM*	14µM*	-3%	2%	-2%	?
O=c1[nH]c(SCc2ccccc2Cl)nc2c1CCCC2
 : -4%	0%	-13%	-1%	8%	-3%	7%	?
COc1ccc(C(C)=O)cc1CC(C(=O)c1ccc(F)cc1)N(C)C (centres undefined)
 : 10%	4%	4%	8%	7%	3%	-2%	-7%
COC(=O)C(O)(c1ccc(N(C)S(=O)(=O)c2ccccc2)cc1)C(F)(F)F (centres undefined)
 : 1%	-10%	11%	-4%	6%	5%	5%	2%
CCOC(=O)c1ccc(N2C(=O)CC(N3CCC(O)(c4ccc(Cl)cc4)CC3)C2=O)cc1 (centres undefined)
 : 2%	i	7.9µM*	-14%	8%	3%	4%	0%
Cc1ccc2[nH]c3c(c2c1)CN(C(=O)CN1CCSCC1)CC3
 : -3%	18%	?	?	-22%	-1%	-4%	4%
Cc1ccc(/C=C2\C(=O)NC(=O)N(CC3CCCO3)C2=O)s1 (centres undefined)
 : nt	2%	nt	-12%	?	nt	-15%	nt
COC(=O)c1c(C)n(Cc2ccc3c(c2)OCO3)c2ccc(O)cc12
 : -45%[inhibitor]	-7%	0%	?	-4%	-2%	-10%	?
C1CCC2CCCCC2C1 (centres undefined)
 : 7%	-4%	?	nt	nt	nt	-3%	nt
O=[N+]([O-])OC1CO[C@H]2C(O[N+](=O)[O-])COC12 (some centres undefined)
 : -6%	i	-9%	-8%	-7%	-4%	nt	?
CC(=O)N[C@@H]1CCSC1=O
 : 7%[20.6 µM]	i	2%[20.9 µM]	nt	-14%[25.5 µM]	-1%[17.1 µM]	nt	2%
OCC(O)Cc1ccc2c(c1)OCO2 (centres undefined)
 : -5%	i	1%	-4%	-2%	-6%	nt	nt
N#CC(c1ccccc1)N1CCOCC1 (centres undefined)
 : nt	i	7%	1%	-3%	nt	-2%	nt
CCCN(CCC)C1Cc2cc(OC)c(OC)cc2C1
 : -6%&7%	-7%	22µM*!	2%&-3%&-3%	-1%&4%	1%&-4%	nt	-13%
C[C@H](N)Cc1cnc[nH]1
 : 1%	12%&2%	-3%&-6%	-8%&-6%	-13%	-4%	nt	nt
OC(CNC1CCCCCCC1)c1ccccc1 (centres undefined)
 : 8%	2%	0%	-8%	?	2%	-2%	nt
COc1cc(/C=C2/C(=O)NC(=O)N(c3ccc(C)cc3)C2=O)cc(OC)c1OC
 : nt	-5%	nt	-21%	?	nt	0%	nt
COc1ccc(CCNCc2cccc(C(F)(F)F)c2)cc1OC
 : -4%	i	-8%	6%	?	-2%	4%	nt
COC(C)(C)CCCC(C)C/C=C/C(C)=C/C(=O)OC(C)C (centres undefined)
 : -10%&-2%	9%&0%	0%	-23%	1%	-3%	1%	?
CC1=CC(=O)c2c(O)cccc2C1=O
 : -67%[inhibitor]	?	16µM*	2.5µM*	8.9µM*	-1%&-11%	nt	nt
CC1=CC(=C2C(=O)NC(=O)NC2=O)C=C(C(F)(F)F)N1Cc1ccccc1
 : -3%	i	-6%	8%	3%	0%	39%[activator]	nt
O=C1NC(=O)N(Cc2ccccc2Cl)C(=O)/C1=C/c1cccs1
 : -11%	-18%	?	?	-5%	6%	nt	nt
CCC(=NCCN1CCOCC1)c1c(O)n(C2CCCCC2)c(=O)[nH]c1=O
 : nt	-5%	nt	-10%	?	nt	6%	nt
CC=C(C)C(=O)O[C@H]1C(C)=C2[C@@H]3OC(=O)[C@@](C)(O)[C@@]3(O)[C@@H](OC(=O)CCC)C[C@](C)(OC(C)=O)[C@@H]2[C@@H]1OC(=O)CCCCCCC
 : -13%	-13%	-7%	?	nt	nt	nt	nt
NC1C2CN3CCN(C2)CC1(c1ccccc1)C3 (centres undefined)
 : nt	-7%	-1%	-7%	2%	nt	4%	nt
Nc1ccc(Cl)cc1C(=O)c1ccccc1Cl
 : 11%	25µM*	-3%	-1%	3%	1%	9%	6%
Cc1ccc(C2N(c3ccccn3)C(=O)C3CCCN32)o1 (centres undefined)
 : nt	-5%	?	-6%	-5%	nt	nt	nt
COc1ccccc1CCNC1CCCC(C)C1 (centres undefined)
 : -4%	0%	18%	7%	5%	-3%	7%	-15%
C=CCn1c(O)c(C(C)=NC(C)c2ccccc2)c(=O)[nH]c1=O (centres undefined)
 : nt	-3%	nt	0%	5%	nt	-3%	nt
CCOC(=O)c1c(-n2c(C)cc(C=C3C(=O)NC(=O)NC3=O)c2C)sc2c1CCCC2
 : -1%	i	-2%	?	-7%	-1%	2%	?
Cc1ccc(-n2c(O)c(/C=N/N3CCCCC3c3cccnc3)c(=O)[nH]c2=S)cc1 (centres undefined)
 : 24%	32µM*	?	-9%	0%	1%	-11%	-9%
